PAFAH1B3 inh = inhibitors of human PAFAH1B3 | AID 492972 | inhibition, % at 3.39 µM | recombinant PAFAH1B3, FP-rhodamine probe, fluorescence polarization | 340,000 compounds, 0.28% hits | Q15102;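 active means inhibition above the screen-wide average of all tested compounds plus 3 SD, cut at about 25% in these data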;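 further: 0% = enzyme with DMSO only and 100% = wells lacking PAFAH1B3 protein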
PREPL inhibitor = human PREPL enzyme inhibition; 320,000 compounds, 0.68% hits; inhibition, % at 5.96 µM; recombinant PREPL, fluorescence polarization activity-based probe; AID 2751; in the data active means inhibition above about 43%;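 further: 0% = enzyme with DMSO and 100% = wells lacking enzyme; many of its hits are not listed in these tables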
PAD4 FP inh = inhibitors of human PAD4. Q9UM07. recombinant PAD4, RCA probe fluorescence polarization. inhibition, % at 6.36 µM. 330,000 compounds, 0.41% hits;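 active means percent inhibition above a cutoff equal to the mean of all tested compounds plus 3 SD, cut at about 15% in these data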;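 further: 0% = PAD4 with RCA probe and DMSO and 100% = probe without PAD4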
Target sequence (Q9UM07 whole entry, looked up): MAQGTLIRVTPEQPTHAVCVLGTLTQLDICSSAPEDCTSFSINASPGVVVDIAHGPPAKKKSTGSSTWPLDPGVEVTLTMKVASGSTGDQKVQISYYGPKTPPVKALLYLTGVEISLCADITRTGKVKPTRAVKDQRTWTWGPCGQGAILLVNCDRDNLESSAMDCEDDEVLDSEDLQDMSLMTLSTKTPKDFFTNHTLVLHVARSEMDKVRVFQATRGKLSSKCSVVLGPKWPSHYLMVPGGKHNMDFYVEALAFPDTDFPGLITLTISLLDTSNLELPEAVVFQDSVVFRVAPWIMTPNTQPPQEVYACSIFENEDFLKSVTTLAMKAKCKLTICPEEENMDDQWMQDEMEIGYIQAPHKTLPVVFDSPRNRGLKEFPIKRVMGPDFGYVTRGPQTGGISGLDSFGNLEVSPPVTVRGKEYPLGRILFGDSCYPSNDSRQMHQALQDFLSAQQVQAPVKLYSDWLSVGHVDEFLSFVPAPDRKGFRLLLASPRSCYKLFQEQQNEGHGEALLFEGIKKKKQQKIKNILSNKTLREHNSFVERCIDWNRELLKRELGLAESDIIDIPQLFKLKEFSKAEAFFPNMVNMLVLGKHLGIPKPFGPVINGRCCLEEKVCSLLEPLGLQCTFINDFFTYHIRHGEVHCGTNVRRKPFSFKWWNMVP
GSTO1 inh = blocks human GSTO1 in RBBP9 counter-screen | recombinant GSTO1, activity-based probe fluorescence polarization | inhibition, % at 5.96 µM | 300,000 compounds, 1.1% hits | AID 1974;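 active means inhibition above the campaign mean inhibition plus 3 SD, cut at about 35% in these data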;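 further: 0% = GSTO1-1 with DMSO and 100% = wells lacking GSTO1-1 enzyme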
PAFAH2 inh = PAFAH2 (human) inhibition | Q99487 | recombinant PAFAH2, FP-rhodamine activity probe, fluorescence polarization | inhibition, % at 3.39 µM | 340,000 compounds, 0.99% hits;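 active means inhibition above the mean over all tested compounds plus 3 SD, cut at about 30% in these data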;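 further: inhibitors block probe labeling of enzyme so polarization drops; 0% = enzyme with DMSO and 100% = wells lacking PAFAH2 protein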
PAFAH1B2 inh = PAFAH1B2 (human) inhibition | recombinant PAFAH1B2, FP-rhodamine activity probe, fluorescence polarization | inhibition, % at 3.39 µM | 340,000 compounds, 1.2% hits;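 active means inhibition above the mean of all tested compounds plus 3 SD, cut at about 24% in these data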;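 further: 0% = enzyme with DMSO and 100% = wells lacking PAFAH1B2; many of its hits are not listed in these tables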
LYPLA1 counter = counter-screen for PME1 inhibitors: inhibitors of human LYPLA1 | recombinant LYPLA1, FP-Rh probe fluorescence polarization | inhibition, % at 5.9 µM | 320,000 compounds, 0.16% hits;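 active means inhibition above the mean of all tested compounds plus 3 SD, set per campaign, cut at about 14% in these data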;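 further: inhibitors block serine hydrolase probe labeling of LYPLA1 so polarization falls; 0% = enzyme with DMSO and 100% = wells lacking LYPLA1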
Target sequence (O75608 whole entry, looked up): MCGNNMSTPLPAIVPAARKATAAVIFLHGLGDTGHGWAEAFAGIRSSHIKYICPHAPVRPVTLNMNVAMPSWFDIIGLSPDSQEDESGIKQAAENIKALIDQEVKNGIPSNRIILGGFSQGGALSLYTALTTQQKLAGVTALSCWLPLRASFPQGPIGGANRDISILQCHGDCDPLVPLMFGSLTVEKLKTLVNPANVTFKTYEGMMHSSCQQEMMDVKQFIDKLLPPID
pPAFAH FP inh = inhibitors of human plasma PAF acetylhydrolase (pPAFAH) | Q13093 | recombinant pPAFAH, FP-rhodamine probe fluorescence polarization | inhibition, % at 3.39 µM | 330,000 compounds, 1.5% hits | AID 463082;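 active means inhibition above the mean inhibition across the screen plus 3 SD, cut at about 25% in these data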;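 further: inhibitors block binding of the rhodamine activity-based probe so polarization drops; 0% = enzyme with DMSO and 100% = wells lacking pPAFAH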
LYPLA2 counter = counter-screen for PME1 inhibitors: inhibitors of human LYPLA2. 320,000 compounds, 0.38% hits. recombinant LYPLA2, FP-Rh probe fluorescence polarization. inhibition, % at 5.9 µM. AID 2177. O95372;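 active means inhibition above the screen-wide mean plus 3 SD, limit set per campaign, cut at about 26% in these data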;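 further: 0% = LYPLA2 with DMSO and 100% = wells lacking LYPLA2 enzyme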
* hit, by the source's call; . = not tested or not shown. Not all compounds are listed (hit frequency here may not be typical).

item	mol	PAFAH1B3 inh	PREPL inhibitor	PAD4 FP inh	GSTO1 inh	PAFAH2 inh
1	O=C(NCc1cccc(F)c1)C1CCC(=O)N(CC2CCCCC2)C1 (centres undefined)	16	7	0	-6	-1
2	CC(C)CCOP(=O)(c1ccc(N(C)C)cc1)C(O)c1ccc(Cl)cc1Cl (centres undefined)	6	33	-2	1	10
3	COc1ccc(CC(=O)Nc2ccc(/C(C)=N/NC(=O)c3cccc([N+](=O)[O-])c3)cc2)cc1	-1	1	1	0	-2
4	CCOc1cc(-c2noc(CCCC(N)=O)n2)cc(Br)c1OC	7	-4	-4	3	-1
5	CCCn1c(O)c(N=NC(=O)c2cccnc2)c2cc(Br)ccc21	2	8	-10	13	3
6	CC(=O)Nc1ccc(OCC(O)Cn2c3ccccc3c3ccccc32)cc1 (centres undefined)	4	16	-2	-1	-6
7	Cc1cccc(COc2ccc(/C=N/NC(=O)c3nnn(-c4nonc4N)c3CN3CCCCC3)cc2)c1	6	-4	-2	-1	-13
8	O=C(CSc1nnc(-c2ccccc2)n1Cc1ccccc1)N1CCOCC1	2	3	10	6	-2
9	Cc1cc2sc3nc(=O)n(-c4ccccc4)c(=O)n3c2cc1C	6	-2	4	-1	2
10	CC1CC(C)CN(C(=O)C2CCCN(c3ncnc4c3nc3n4CCCCC3)C2)C1 (centres undefined)	4	-2	-4	-2	-3

item	PAFAH1B2 inh	LYPLA1 counter	pPAFAH FP inh	LYPLA2 counter
1	-5	2	-2	3
2	7	2	3	-9
3	4	-2	4	-4
4	6	-2	2	-3
5	5	5	6	6
6	-3	0	3	7
7	-8	-2	-3	0
8	2	2	-2	-4
9	1	-1	2	2
10	5	0	5	-4

The results go on.
item	mol	PAFAH1B3 inh	PREPL inhibitor	PAD4 FP inh	GSTO1 inh	PAFAH2 inh
11	COc1cccc(-c2csc3nnc(SCC(=O)c4ccc(NC(C)=O)cc4)n23)c1	-6	-96	4	1	-10
12	COc1ccc(Cc2nnc(SCC(=O)Nc3ccc(C)c(Cl)c3)[nH]c2=O)cc1	8	-5	-9	-26	4
13	CCOc1ccc2[nH]c(=O)c(CN(CCO)C(=O)CC)cc2c1	1	13	2	5	-7
14	Cc1cc(OCc2n[nH]c(=S)n2-c2ccccc2)ccc1Cl	12	-7	0	6	1
15	O=C(Nc1ccc(Br)cc1)Nn1cnnc1	7	-10	-8	1	-1
16	O=C(OCC(O)CN1CCCCC1)C12CC3CC(CC(C3)C1)C2 (centres undefined)	1	-6	4	-2	4
17	COc1cc(OC)cc(C(=O)NC(=S)NCc2ccco2)c1	4	4	-1	6	1
18	CC1(OC(=O)CCc2ccccc2)C(=O)C=C2C=C(C3CC3)OC=C2C1=O (centres undefined)	.	4	-6	12	.
19	Cc1ccc(Cn2cc(SCC(=O)Nc3nccs3)c3ccccc32)cc1	-1	-19	3	1	-4
20	Cc1ccc(S(=O)(=O)N2CCN(C(=O)c3ccc4nc[nH]c4c3)CC2)cc1	2	8	-1	-12	6

item	PAFAH1B2 inh	LYPLA1 counter	pPAFAH FP inh	LYPLA2 counter
11	-7	-20	1	-24
12	10	-2	4	-1
13	2	5	4	5
14	5	-2	-1	-1
15	-6	0	0	1
16	4	5	-3	2
17	-2	-3	3	-1
18	.	4	33*	4
19	1	-2	0	0
20	4	5	8	4

The listing continues:
item	mol	PAFAH1B3 inh	PREPL inhibitor	PAD4 FP inh	GSTO1 inh	PAFAH2 inh
21	Cc1cc(C)nc(N/N=C/c2ccccc2OCc2cccc(Br)c2)n1	8	23	1	6	-3
22	COc1ccc(CN(CC2CCCO2)C(=O)c2cc3sccc3n2C)c(OC)c1 (centres undefined)	10	20	3	8	-4
23	CCC(c1nnnn1Cc1ccco1)N(CCc1ccccc1)Cc1cc2cccc(C)c2[nH]c1=O (centres undefined)	6	2	4	-8	0
24	O=C1[C@@H]2C(Cc3ccc(O)cc3)NC3(C(=O)Nc4ccc(F)cc43)[C@@H]2C(=O)N1c1ccccc1 (some centres undefined)	5	2	1	-8	0
25	CC(C)(C)c1ccc(C(=O)NCC(=O)OCC(=O)N2CCCC2)cc1	6	9	2	.	-7
26	COC(=O)c1ccsc1NC(=O)C1COc2ccccc2O1 (centres undefined)	10	-4	1	4	-2
27	Oc1cc2c(c(Cl)c1O)CCNCC2c1ccccc1 (centres undefined)	8	2	2	12	13
28	CCOc1ccc(C(=O)OCC(=O)N(Cc2ccccc2)Cc2ccccc2)cc1OC	2	-3	4	.	14
29	COc1cc(OC)cc(-c2oc(=O)c3cc(OC)c(OC)cc3c2C#CCCCO)c1	12	8	-3	.	-8
30	COc1ccccc1CNC(=O)C1CCC(CNS(=O)(=O)c2ccc(F)cc2)CC1 (centres undefined)	5	3	2	6	9

item	PAFAH1B2 inh	LYPLA1 counter	pPAFAH FP inh	LYPLA2 counter
21	2	-1	3	7
22	0	-5	-1	-4
23	-2	-8	4	-10
24	0	-2	5	4
25	-3	1	4	8
26	-1	-2	1	-6
27	2	-3	7	-3
28	0	0	-3	1
29	1	-1	-1	-1
30	5	3	6	23

New compounds follow:
item	mol	PAFAH1B3 inh	PREPL inhibitor	PAD4 FP inh	GSTO1 inh	PAFAH2 inh
31	COC(=O)Cn1c2ccc(OC)cc2c2nc3ccccc3nc21	-2	0	-4	-9	-4
32	COC1=C(Nc2ccccc2)C(=O)c2ccccc2C1=O	7	2	-12	49*	5
33	O=C(c1cc(S(=O)(=O)N2CCOCC2)ccc1F)N1CCN(Cc2ccccc2)CC1	-1	20	-2	9	-5
34	CCOC(=O)CCc1c(C(=O)OCC)[nH]c(CC)c1C(=O)OCc1ccccc1	-2	2	2	7	4
35	O=C(CN(C(=O)c1csnn1)c1ccc(Cl)cc1)NC1CCCC1	-1	3	-1	-7	-12
36	CC1CN(C(=O)CSc2nc(N)cc(N)n2)CC(C)O1 (centres undefined)	-7	13	6	.	0
37	CCc1ccc(S(=O)(=O)NCC(O)COc2ccc(OC)cc2)cc1 (centres undefined)	.	-22	2	12	.
38	CCOC(=O)COc1ccc(S(=O)(=O)Nc2ccc3c(c2)OCCO3)cc1	6	9	-2	6	4
39	Cc1ccc(S(=O)(=O)/C=C2\NC(=O)CS2)cc1	9	-1	-6	3	-5
40	CSc1ccc(CNC(=O)C2CCC(=O)N(CCc3cccc(F)c3)C2)cc1 (centres undefined)	7	9	1	2	7

item	PAFAH1B2 inh	LYPLA1 counter	pPAFAH FP inh	LYPLA2 counter
31	0	0	1	-1
32	5	3	4	3
33	5	2	5	4
34	9	-3	1	-4
35	4	-1	2	-4
36	-1	-3	-2	2
37	.	-3	2	-1
38	-4	4	4	12
39	12	-2	4	3
40	11	0	3	7

Later entries
item	mol	PAFAH1B3 inh	PREPL inhibitor	PAD4 FP inh	GSTO1 inh	PAFAH2 inh
41	O=C1CN(C(=O)c2ccccc2Br)C(c2ccc(F)cc2)c2cc(F)ccc2N1 (centres undefined)	1	24	-5	-7	-3
42	CCn1c(-c2csc3c2CCC(C)C3)n[nH]c1=S (centres undefined)	3	2	2	3	4
43	CSc1cccc(NC(=S)N(Cc2ccccc2)Cc2ccccn2)c1	2	-3	6	5	2
44	O=C(CSc1nnc(NC(=O)C2CC(=O)N(c3ccc(F)cc3)C2)s1)NC1CCCC1 (centres undefined)	8	14	-4	2	6
45	C#CCN1C(=O)S/C(=C\c2ccc(N3CCOCC3)cc2C)C1=O	-5	3	-3	12	4
46	CCN(C[C@H]1N[C@@](CC)(C(=O)OC)[C@H]2C(=O)N(Cc3ccccc3)C(=O)[C@@H]12)S(=O)(=O)c1ccccc1	5	17	1	.	6
47	CCOc1ccc(NC(=O)NCc2cccn2C)cc1	2	2	-1	-3	1
48	CC1Sc2ccc(S(=O)(=O)CCC(=O)N3CCN(c4ccccc4)CC3)cc2NC1=O (centres undefined)	7	4	2	1	12
49	CC(=O)Nc1ccc(C(=O)NNC(=O)c2ccccc2-n2cccc2)cc1	9	16	-3	.	-2
50	O=S(=O)(Cc1ccccc1)N1CCc2ccccc2C1	4	17	-13	7	1

item	PAFAH1B2 inh	LYPLA1 counter	pPAFAH FP inh	LYPLA2 counter
41	4	-4	9	-3
42	6	-1	-9	-4
43	4	2	8	9
44	1	-2	15	-1
45	-4	-5	4	-1
46	1	.	1	.
47	4	-3	2	-3
48	6	2	14	11
49	1	-3	-6	-4
50	3	0	4	7

Of the compounds above, these have fluorine:
item	mol	PAFAH1B3 inh	PREPL inhibitor	PAD4 FP inh	GSTO1 inh	PAFAH2 inh
1	O=C(NCc1cccc(F)c1)C1CCC(=O)N(CC2CCCCC2)C1 (centres undefined)	16	7	0	-6	-1
24	O=C1[C@@H]2C(Cc3ccc(O)cc3)NC3(C(=O)Nc4ccc(F)cc43)[C@@H]2C(=O)N1c1ccccc1 (some centres undefined)	5	2	1	-8	0
30	COc1ccccc1CNC(=O)C1CCC(CNS(=O)(=O)c2ccc(F)cc2)CC1 (centres undefined)	5	3	2	6	9
33	O=C(c1cc(S(=O)(=O)N2CCOCC2)ccc1F)N1CCN(Cc2ccccc2)CC1	-1	20	-2	9	-5
40	CSc1ccc(CNC(=O)C2CCC(=O)N(CCc3cccc(F)c3)C2)cc1 (centres undefined)	7	9	1	2	7
41	O=C1CN(C(=O)c2ccccc2Br)C(c2ccc(F)cc2)c2cc(F)ccc2N1 (centres undefined)	1	24	-5	-7	-3
44	O=C(CSc1nnc(NC(=O)C2CC(=O)N(c3ccc(F)cc3)C2)s1)NC1CCCC1 (centres undefined)	8	14	-4	2	6

item	PAFAH1B2 inh	LYPLA1 counter	pPAFAH FP inh	LYPLA2 counter
1	-5	2	-2	3
24	0	-2	5	4
30	5	3	6	23
33	5	2	5	4
40	11	0	3	7
41	4	-4	9	-3
44	1	-2	15	-1
